Source: PubChem BioAssay (several laboratories)
KCNK3 block: human KCNK3 channel inhibitors, primary screen, CHO cells, FluxOR thallium flux, B-score. Potassium channel subfamily K member 3 (Homo sapiens), O14649. FluxOR fluorescence; active compounds read low. B-score at 10 µM. 0.84% of 340,000 active. AID 602410, 2012;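 active = B-score under library mean minus 4 SD, starting fluorescence ratio at most library mean plus 5 SD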;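 note: more negative B-score means stronger inhibition of thallium flux through KCNK3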
HDAC3 inh: HDAC3 deacetylase inhibitors, primary screen, biochemical, fluorescence, cell-free homogeneous. Histone deacetylase 3 (Homo sapiens), O15379. AID 2718, 2010. recombinant HDAC3, fluorogenic peptide/trypsin coupled. 0.15% of 320,000 active. inhibition, % at 8.3 µM; in the data active = inhibition above about 26%, passing the limit was not always enough
ANO1 activ: TMEM16A chloride channel activators or potentiators, primary screen, cell-based, HTS; HEK293 TMEM16A/YFP-H148Q/I152L, iodide quench fluorescence; active compounds read low; B-score at 10 µM; 0.3% of 340,000 active; AID 623877, 2012;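 active = fluorescence-ratio B-score plate-corrected deviation score at least 3 library SD below zero, with starting fluorescence score within 5 deviations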;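 note: channel opened by trigger with iodide after compound preincubation; score built on the fluorescence ratio of max minus min over baseline; more negative score means more quench and so TMEM16A activation or potentiation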
Target sequence (Q8BHY3 whole entry, looked up): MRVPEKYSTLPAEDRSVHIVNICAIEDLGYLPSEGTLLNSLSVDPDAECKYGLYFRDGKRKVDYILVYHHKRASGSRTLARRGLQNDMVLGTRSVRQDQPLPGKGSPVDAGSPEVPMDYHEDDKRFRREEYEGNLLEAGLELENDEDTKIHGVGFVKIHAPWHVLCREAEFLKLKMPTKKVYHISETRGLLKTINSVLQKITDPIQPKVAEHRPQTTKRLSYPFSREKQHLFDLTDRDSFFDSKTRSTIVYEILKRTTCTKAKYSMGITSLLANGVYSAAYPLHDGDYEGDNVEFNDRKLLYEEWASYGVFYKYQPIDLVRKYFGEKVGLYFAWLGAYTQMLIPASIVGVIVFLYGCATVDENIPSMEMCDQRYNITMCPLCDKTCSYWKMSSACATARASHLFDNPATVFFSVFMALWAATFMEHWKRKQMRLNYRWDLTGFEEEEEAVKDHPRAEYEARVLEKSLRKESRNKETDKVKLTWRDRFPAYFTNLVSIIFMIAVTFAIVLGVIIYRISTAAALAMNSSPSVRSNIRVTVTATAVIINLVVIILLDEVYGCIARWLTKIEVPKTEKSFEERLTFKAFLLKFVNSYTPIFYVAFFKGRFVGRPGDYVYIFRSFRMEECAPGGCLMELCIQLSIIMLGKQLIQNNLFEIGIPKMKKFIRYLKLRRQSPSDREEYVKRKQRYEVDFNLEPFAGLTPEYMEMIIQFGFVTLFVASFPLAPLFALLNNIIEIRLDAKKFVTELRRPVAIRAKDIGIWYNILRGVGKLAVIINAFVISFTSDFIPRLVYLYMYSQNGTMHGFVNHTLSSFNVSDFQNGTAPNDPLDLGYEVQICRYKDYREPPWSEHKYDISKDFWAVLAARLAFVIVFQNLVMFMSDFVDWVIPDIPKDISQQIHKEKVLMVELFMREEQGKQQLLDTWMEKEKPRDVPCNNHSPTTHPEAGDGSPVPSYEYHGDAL
Starred values were filed as active, the others as inactive; i = inactive.

SMILES	KCNK3 block	HDAC3 inh	ANO1 activ
CCc1ccccc1NC(=O)CNC(=O)c1n[nH]c(=O)c2ccccc12	i	-1.5	i
O=C(CSc1ccc(Br)cc1)NC1CCCCCC1	i	-0.3	i
CC(c1nnc(SCC(=O)c2c(N)n(C3CC3)c(=O)[nH]c2=O)n1-c1ccc(F)cc1)N(C)C (stereo not drawn)	i	-1.7	i
O=C(NN=Cc1c(F)c(F)c(F)c(F)c1F)c1ccc(NS(=O)(=O)c2cccs2)cc1	i	7.4	i
O=C(Cn1ccc(NC(=O)OCc2ccccc2)nc1=O)NCc1ccc2[nH]ccc2c1	i	-2.3	i
Cc1ccc(NC(=O)NC(=O)CN2CCC(C(N)=O)CC2)c(C)c1	i	3.8	i
Cc1ccc2oc(=O)c(-c3ccc(O)cc3)c(C)c2c1	i	1.1	i
CCCc1cc(=O)[nH]c(SCC(=O)c2c(N)n(C3CC3)c(=O)[nH]c2=O)n1	i	-2.6	i
O=C(COC(=O)c1ccc([N+](=O)[O-])o1)Nc1ccc(Br)cc1F	i	-0.2	i
CC1(c2ccc3c(c2)OCCO3)NC(=O)N(CC(=O)c2ccc[nH]2)C1=O (stereo not drawn)	i	-3.0	i
Cc1nc(COc2ccc(C(=O)NCc3ccccc3CN3CCCCC3)cc2)cs1	i	0.7	i
O=C(CN1CCCc2ccccc21)Nc1cc(S(=O)(=O)N2CCCC2)ccc1Cl	i	0.3	i
O=c1[nH]cnc2c1ncn2[C@@H]1O[C@H](COS(=O)(=O)O)[C@@H](O)[C@H]1O	i	1.2	i
COC(=O)/C=C1\SC(=NC(=O)c2ccc(-c3ccccc3)cc2)NC1=O	i	0.9	i
CC(OC(=O)Cn1cc(C(F)(F)F)ccc1=O)C(=O)N(C)c1ccccc1 (stereo not drawn)	i	2.1	i
CC1CCCC(NC(=O)COC(=O)Cc2ccc(Cl)cc2)C1C (stereo not drawn)	i	0.5	i
CCOc1ccc(C=NNC(=O)c2ccc(-n3cnnn3)cc2)cc1	i	-8.2	i
COc1ccc(C(=O)NCC(=O)OCC(=O)NCc2ccc3c(c2)OCO3)cc1	i	-3.6	i
CCCCN(C(=O)c1c(C)noc1C)c1c(N)n(CCC)c(=O)[nH]c1=O	i	-8.6	i
Cc1c(C(=O)N(C)Cc2nc3ccccc3c(=O)[nH]2)oc2ccccc12	i	1.1	i
CC(NC(=O)CNC(=O)c1cccs1)c1cccc(C(F)(F)F)c1 (stereo not drawn)	i	5.3	i
CC1(C)CC(=O)C=C(c2ccc(F)cc2OCc2ccccc2)C1	i	9.1	i
Cc1nc(SCC(=O)c2c(N)n(C3CC3)c(=O)[nH]c2=O)[nH]c(=O)c1CCO	i	-2.3	i
Cc1sc2ncnc(NS(=O)(=O)c3ccc(Cl)cc3)c2c1C	i	0.5	i
CC1(C)O[C@@H]2[C@H](O1)[C@@H](CO)O[C@H]2n1cnc2c(=O)[nH]cnc21	i	-8.2	i

Two compounds from above with just KCNK3 block.
SMILES	KCNK3 block
Cc1ccc2oc(=O)c(-c3ccc(O)cc3)c(C)c2c1	i
Cc1nc(COc2ccc(C(=O)NCc3ccccc3CN3CCCCC3)cc2)cs1	i

The results go on:
SMILES	KCNK3 block	HDAC3 inh	ANO1 activ
CCc1ccccc1OCC(=O)NNCC(=O)Nc1cccc(C#N)c1	i	-1.4	i
O=C(CCc1ccccc1Cl)Nc1cc2c(cc1C(=O)O)OCCCO2	i	-0.2	i
CC(C)CNC(=O)CSc1ccc(S(=O)(=O)N2CCN(C)CC2)cn1	i	-0.3	i
Cc1ccc(C(=O)COC(=O)CNC(=O)c2ccccc2)s1	i	0.1	i
O=C(CSc1nnc2ccccn12)Nc1ccccc1Cl	i	-0.9	i
Cc1ccc(C(=O)NC(C(=O)OCc2cn3cc(Cl)ccc3n2)C(C)C)cc1 (stereo not drawn)	i	4.0	i
COC(=O)c1c(C)[nH]c(C(=O)COC(=O)CCNS(=O)(=O)c2cccc(C(F)(F)F)c2)c1C	i	16.3	i
CCN(CC(=O)Nc1ccc(NC(C)=O)cc1)C(=O)c1sc2nc3n(c(=O)c2c1C)CCC3	i	-8.0	i
Cc1cc(C)c(C)c(S(=O)(=O)Nc2ccccc2C(=O)NN2CCOCC2)c1C	i	6.6	i
C[C@H](C[C@H](O)[C@H]1OC1(C)C)C1=C2C[C@H](O)C3[C@@]4(C)CCC(=O)C(C)(C)C4CC[C@]3(C)[C@@]2(C)CC1 (stereo partly drawn)	i	8.3	i
COc1cc(OC)cc(-c2c(C#Cc3ccsc3)c3cc(-c4ccc(OC)c(OC)c4)ccc3n2C)c1	i	-12.9	i
O=C(COc1ccccc1)OCC(=O)c1ccc(O)cc1O	i	2.4	i
CCCCN(C(=O)COC(=O)c1nc2nc(C)cc(C)n2n1)C1CCS(=O)(=O)C1 (stereo not drawn)	i	-0.8	i
O=C(COC(=O)C1CC1)NC(=O)c1ccccc1	i	2.2	i
C=CC[C@]12CCc3sccc3C1N(c1ccc(C(=O)OCC)cc1)C2=O (stereo partly drawn)	i	-1.6	i
COc1ccc(NC(=O)COC(=O)C2CCN(C(=O)c3ccc(Cl)cc3)CC2)c([N+](=O)[O-])c1	i	-0.6	i
CC(C)NS(=O)(=O)c1ccc(NC(=O)C(C)OC(=O)CCC(=O)c2cccs2)cc1 (stereo not drawn)	i	0.0	i
c1ccc([C@H]2CNCCN2CCc2cccc3ccccc23)cc1	i	1.1	i
O=C(Cn1cnc2ccccc21)OCC(=O)N1CCCCC1	i	-4.5	i
O=C(COC(=O)c1ccc(Cl)cc1)NC1CCCCCC1	i	-2.8	i
N#Cc1ccc(-c2c(-c3ccccc3)ncc3cc(F)ccc23)cc1	i	-0.2	i
O=C(COC(=O)c1ccc(Br)o1)c1ccc(S(=O)(=O)N2CCCCC2)cc1	i	-0.9	i
CSc1ncccc1C(=O)Nc1cccc(S(=O)(=O)N(C)c2ccccc2)c1	i	1.9	i
CCN1CCN(C(=O)C(Cc2ccccc2)NC(=O)c2ccc(Cl)c(S(=O)(=O)N(C)C)c2)CC1 (stereo not drawn)	i	-3.6	-45.8*
Cc1cc(C)n2nc(SC(C)C(=O)N(C)c3ccccc3)nc2n1 (stereo not drawn)	i	-2.0	i

Some of these compounds in order of their number in HDAC3 inh, high to low:
SMILES	KCNK3 block	HDAC3 inh	ANO1 activ
Cc1ccc(C(=O)COC(=O)CNC(=O)c2ccccc2)s1	i	0.1	i
CC(C)CNC(=O)CSc1ccc(S(=O)(=O)N2CCN(C)CC2)cn1	i	-0.3	i
Cc1cc(C)n2nc(SC(C)C(=O)N(C)c3ccccc3)nc2n1 (stereo not drawn)	i	-2.0	i

(listing goes on)
SMILES	KCNK3 block	HDAC3 inh	ANO1 activ
CCCNC(=O)C(Cc1ccc(Cl)cc1)NC(=O)c1ccc(-c2ccccc2)cc1 (stereo not drawn)	i	-3.7	i
Cc1cc(C(=O)NCC(c2ccco2)N2CCCC2)c2ccccc2n1 (stereo not drawn)	i	-6.8	i
CC(C)(C)c1ccc(S(=O)(=O)N2CCNC(=O)C2)cc1	i	-14.5	i
CCCN(CC(=O)Nc1ccccc1OC)C(=O)c1ccc2c(c1)NC(=O)C(C)S2 (stereo not drawn)	i	4.4	i
CN(Cc1ccccc1)C(=O)C1CCCN1S(=O)(=O)c1ccc(Cl)cc1 (stereo not drawn)	i	-4.8	i
CN1CC(=O)N(CC(=O)Nc2cccc3ccccc23)C1=O	i	-6.6	i
O=C(OCC(=O)N1CCCc2ccccc21)c1cc(S(=O)(=O)N2CCOCC2)ccc1O	i	-1.0	i
COc1cc2cc(CCCOC(=O)c3ccc(C(F)(F)F)cc3)oc(=O)c2cc1OC	i	8.7	i
COc1ccccc1C(CNC(=O)c1ccc(C)c(S(=O)(=O)N2CCCCC2)c1)N(C)C (stereo not drawn)	i	-6.0	i
CNC(=O)c1ccc(CN(C)CC(=O)Nc2ccccc2C(=O)NC2CC2)cc1	i	5.2	i
CC(C)(C)OC(=O)[C@H](NC(=O)OCc1ccccc1)c1ccccc1	i	8.4	i
Cc1ccc(S(=O)(=O)N2CCN(C(=O)CN3C(=O)CNC3=O)CC2)cc1	i	-2.2	i
CC1(C)CC(=O)C=C(c2cccc(O)c2)C1	i	-0.9	i
Cc1sc2ncnc(SCC(=O)Nc3ccc(CN4CCCC4)cc3)c2c1C	i	1.0	i
O=C(Nc1ccc(SC(F)F)cc1)c1cc(-c2ccncc2)nc2ccccc12	i	7.7	i
N#Cc1ccccc1OCC(=O)NCc1ccccc1CN1CCCC1	i	-12.7	i
CCc1noc(C)c1C(=O)OCC(=O)N1CCc2ccccc21	i	3.0	i
O=C(O)C1CCN(C(=O)CSc2nnc(-c3ccccc3)o2)CC1	i	-3.1	i
Cc1sc2ncnc(SCC(=O)Nc3ncccc3O)c2c1C	i	-4.3	i
Cc1nc2ccc(NC(=O)[C@@H](NC(=O)c3c(F)cccc3F)C(C)C)cc2s1	i	5.2	i
O=C(COC(=O)c1cccc(F)c1)Nc1ccc2c(c1)OCCO2	i	1.4	i
CN(c1ccccc1)S(=O)(=O)c1ccc(C(=O)N2CCN(c3ccccc3F)CC2)cc1	i	2.6	i
Cc1ccc(NC(=O)CN(C)C(=O)c2cc(C)on2)cc1	i	2.3	i
CCC(C)c1ccccc1NC(=O)C(C)Sc1n[nH]c(N)n1 (stereo not drawn)	i	-5.9	i
Cc1cc(NC(=O)CSCC(=O)OCC(=O)Nc2ccc(OC(F)F)cc2)no1	i	2.7	i

Shown with two lines to a compound: three of the compounds above
Screens in order – KCNK3 block, HDAC3 inh, ANO1 activ
Cc1sc2ncnc(SCC(=O)Nc3ncccc3O)c2c1C
→ i, -4.3, i
Cc1nc2ccc(NC(=O)[C@@H](NC(=O)c3c(F)cccc3F)C(C)C)cc2s1
→ i, 5.2, i
O=C(COC(=O)c1cccc(F)c1)Nc1ccc2c(c1)OCCO2
→ i, 1.4, i

Structures from the list above that contain a cyano group (3):
SMILES	KCNK3 block	HDAC3 inh	ANO1 activ
CCc1ccccc1OCC(=O)NNCC(=O)Nc1cccc(C#N)c1	i	-1.4	i
N#Cc1ccc(-c2c(-c3ccccc3)ncc3cc(F)ccc23)cc1	i	-0.2	i
N#Cc1ccccc1OCC(=O)NCc1ccccc1CN1CCCC1	i	-12.7	i

(more compounds)
SMILES	KCNK3 block	HDAC3 inh	ANO1 activ
CN(CC(=O)Nc1ccc(Cl)c(C(F)(F)F)c1)C(=O)CCc1nc2ccccc2c(=O)[nH]1	i	1.9	i
C[C@@H]1CN([C@H](C)CO)C(=O)c2cc(NC(=O)C3CCCCC3)ccc2O[C@@H]1CN(C)Cc1ccncc1	i	1.7	i
CN(CC(=O)Nc1ccc(F)cc1)CC(=O)N1CCCCCC1	i	-3.7	i
CC1(C2CC2)NC(=O)N(CC(=O)Nc2cc(S(=O)(=O)N3CCCCC3)ccc2Cl)C1=O (stereo not drawn)	i	5.2	i
Cc1ccc2c(c1)C1CN(C)CCC1N2S(=O)(=O)c1cccc(C(F)(F)F)c1 (stereo not drawn)	i	1.7	i
O=C(O)C1CCCCN1C(=O)c1cc2c(s1)CCCCC2 (stereo not drawn)	i	-3.6	i
CCN(Cc1nc2ccccc2c(=O)[nH]1)C(=O)C1CC(=O)N(c2cccc3ccccc23)C1 (stereo not drawn)	i	6.7	i
COc1ccc(CCNC(=O)COC(=O)Cc2ccccc2[N+](=O)[O-])cc1	i	1.6	i
COc1ccc(NC(=O)COC(=O)c2ccc(C)c(S(=O)(=O)N3CCCCC3)c2)cc1	i	5.6	i
O=C(CCNS(=O)(=O)c1c(Cl)cccc1Cl)N1CCCC1	i	-4.8	i
Cn1cncc1C#Cc1ccc2c(=O)c3ccccc3oc2c1	i	-4.3	i
COc1ccc(-c2c(C#Cc3ccsc3)c3cc(-c4ccc5[nH]ccc5c4)ccc3n2C)cc1	i	-8.4	i
NC(=O)c1ccc(NC(=O)COC(=O)CCN2C(=O)c3ccccc3C2=O)cc1	i	1.9	i
Cc1cc(=O)oc2cc(OCC(=O)NC3CCCCC3)c(Cl)cc12	i	10.6	i
CCOC(=O)C1CCN(C(=O)COC(=O)/C=C/c2ccc([N+](=O)[O-])cc2)CC1	i	6.9	i
O=C(Cc1cccc(NC(=O)C2CCCN(C(=O)C3CC3)C2)c1)Nc1cccc(C(=O)N2CCCC2)c1 (stereo not drawn)	i	-1.6	i
CCN(CC)S(=O)(=O)c1ccc(C(=O)N2CCN(C(=O)c3ccco3)CC2)cc1	i	1.1	i
Cc1ccc(NC(=O)CCc2ccccc2)cc1S(=O)(=O)N1CCOCC1	i	-1.0	i
Cc1cc(C)n2nc(C(=O)OCC(=O)Nc3cc(Cl)ccc3C)nc2n1	i	5.0	i
CCn1cnnc1SCC(=O)c1c(N)n(C2CC2)c(=O)[nH]c1=O	i	11.2	i
Cc1nn(CC(=O)N(CC(C)C)C2CCS(=O)(=O)C2)c(C)c1[N+](=O)[O-] (stereo not drawn)	i	-3.5	i
Cc1cc(C(=O)CCC(=O)N2CCN(c3ccccc3O)CC2)c(C)s1	i	5.0	i
Cc1c(C2(O)CCCCC2)[nH]c2ccc(C(F)(F)F)cc12	i	11.6	i
COc1ccccc1NC(=O)CON=C(N)CC(=O)NC1CCCCC1	i	3.1	i
O=C(CCNC(=O)c1ccc(Cl)cc1)Nc1nc2ccccc2[nH]1	i	12.4	i
O=C(COC(=O)CSc1ccc(Cl)cc1)Nc1ccc2[nH]c(=O)[nH]c2c1	i	3.2	i
Cc1ccc([N+](=O)[O-])cc1S(=O)(=O)Nc1ccc(C(=O)N2CCN(C(=O)c3ccco3)CC2)cc1	i	4.3	i

A portion of the library; rates above refer to the full screens.
